SKKanGAS inh – S. pyogenes SKKanGAS growth inhibitors in kanamycin, primary screen, streptokinase expression inhibitor project, SKKanGAS strain, BacTiter-Glo luminescence; 6 h; inhibition, % at 7.5 µM; 300,000 compounds, 1.3% hits; AID 1662, 2009;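 active = mean replicate score, as percent of positive control median, at least 50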;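 note: strain carries kanamycin resistance gene driven by streptokinase promoter and grows in 40 µg/ml kanamycin; loss of luminescence reflects streptokinase promoter inhibition or plain growth inhibition; 0% = median of DMSO wells and 100% = positive control at its reference dose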
MrgX1 antagonist – antagonists of human MrgX1 receptor, primary screen, HEK293 cells, Fluo-4 calcium flux; Mas-related G-protein coupled receptor member X1 (Homo sapiens), Q96LB2; BAM8-22 antagonism; stronger effect = lower value; B-score at 10 µM; 310,000 compounds, 1.3% hits;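 active = calcium-response B-score plate-corrected more than 3 library SD below zero, starting fluorescence within 5 deviations, no agonist response on first addition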;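 note: peak minus trough fluorescence over baseline after final BAM8-22 challenge near maximal dose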
Target sequence (Q96LB2 whole entry, looked up): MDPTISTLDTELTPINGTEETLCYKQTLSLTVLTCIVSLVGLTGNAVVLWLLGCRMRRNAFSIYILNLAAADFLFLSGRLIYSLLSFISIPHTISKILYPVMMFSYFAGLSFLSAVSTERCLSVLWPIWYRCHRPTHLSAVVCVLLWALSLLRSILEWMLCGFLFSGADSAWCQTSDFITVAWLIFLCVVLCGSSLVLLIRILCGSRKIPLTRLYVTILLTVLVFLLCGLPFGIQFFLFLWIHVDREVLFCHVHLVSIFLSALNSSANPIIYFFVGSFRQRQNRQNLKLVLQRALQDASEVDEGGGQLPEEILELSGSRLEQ
TRPC4 agonist – activators of mouse TRPC4 channel, primary screen, Fluo4 calcium, HEK293 TRPC4beta/mu-opioid cells. Short transient receptor potential channel 4 (Mus musculus), Q9QUQ5. Fluo4 calcium fluorescence; stronger effect = higher value. B-score at 10 µM. 310,000 compounds, 0.49% hits. AID 2237, 2010;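 active = B-score above 5 SD of library B-scores, and initial fluorescence ratio not above library mean plus 5 SD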;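 note: positive B-score marks a calcium rise read as TRPC4 activation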
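Assay system – TRPC4beta and mu-opioid receptor HEK293 stable cells · Measured by – Fluo4 fluorescence, kinetic · Schedule – dye loading 45 min room temperature, 110 s kinetic read · Read-out – B-scored integrated calcium fluorescence ratio · Controls – buffer and maximal DAMGO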
TMEM16A act – TMEM16A chloride channel activators or potentiators, primary screen, cell-based, HTS; HEK293 TMEM16A/YFP-H148Q/I152L, iodide quench fluorescence; stronger effect = lower value; Anoctamin-1 (Mus musculus), Q8BHY3; AID 623877, 2012; B-score at 10 µM; 340,000 compounds, 0.3% hits;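 active = fluorescence-ratio B-score plate-corrected deviation score at least 3 library SD below zero, with starting fluorescence score within 5 deviations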;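 note: channel opened by trigger with iodide after compound preincubation; score built on the fluorescence ratio of max minus min over baseline; more negative score means more quench and so TMEM16A activation or potentiation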
MrgX1 allo act – positive allosteric modulators of MrgX1, primary screen, HEK293 cells, Fluo-4 calcium flux. Mas-related G-protein coupled receptor member X1 (Homo sapiens), Q96LB2. FDSS; stronger effect = higher value. B-score at 10 µM. 310,000 compounds, 0.63% hits. AID 588675, 2011;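 active = plate-corrected calcium response at least 3 library SD above typical, normal starting fluorescence, not activating the receptor alone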;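 note: compound read alongside a low EC10 to EC30 dose of BAM8-22 agonist; peak minus trough fluorescence over baseline measured at the second addition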
TRPC4 inh – inhibitors of mouse TRPC4 channel, primary screen, Fluo4 calcium, HEK293 TRPC4beta/mu-opioid cells; 300,000 compounds, 0.39% hits; AID 2247, 2010; B-score at 10 µM; Short transient receptor potential channel 4 (Mus musculus), Q9QUQ5; DAMGO-evoked Fluo4 calcium flux; stronger effect = lower value;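 active = B-score over 3 SD under the library average, no early fluorescence shift, positive overall ratio signal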
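Assay system: TRPC4beta/mu-opioid receptor HEK293 cell line; compound dosing: single concentration per test compound; detection: Fluo4 Ca2+ flux fluorescence; evaluation: per-well B score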
MrgX1 agonist – agonists of human MrgX1 receptor, primary screen, HEK293 cells, Fluo-4 calcium flux. Mas-related G-protein coupled receptor member X1 (Homo sapiens), Q96LB2. Fluo-4 calcium fluorescence, agonist mode; stronger effect = higher value. B-score at 10 µM. 310,000 compounds, 0.44% hits. AID 588627, 2011;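 active = calcium response B-score plate-corrected fluorescence ratio at least 3 library SD, with starting fluorescence B-score inside 5 SD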
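Material: MrgX1-expressing HEK293 cells; input: 15,000 cells per well; doses: test compound given as first of three sequential additions; schedule: overnight plating before 1 h dye loading; technique: Fluo-4 NW calcium-flux fluorescence, kinetic read; evaluation: baseline-normalised fluorescence change ratio, B-scored; control set: plate-wise positive and negative controls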
TRPC6 inhibitor – mouse TRPC6 channel inhibitors, primary screen, cell-based, HEK293, membrane potential dye; Short transient receptor potential channel 6 (Mus musculus), Q61143; 310,000 compounds, 1.1% hits; ACh-evoked depolarization; stronger effect = lower value; B-score at 10 µM;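 active = B-score under library mean minus 3 SD, initial fluorescence not abnormally high, positive integrated signal ratio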;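 note: B-score derived from integrated fluorescence ratio over the kinetic read; more negative B-score means stronger inhibition of depolarization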
TRPC6 activator – mouse TRPC6 channel activators, primary screen, cell-based, HEK293, membrane potential dye | Short transient receptor potential channel 6 (Mus musculus), Q61143 | HEK293-TRPC6 membrane potential dye fluorescence; stronger effect = higher value | B-score at 10 µM | 310,000 compounds, 0.13% hits | AID 2550, 2010;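 active = B-score of the integrated fluorescence ratio above library mean plus 3 SD, and starting fluorescence ratio within library mean plus 5 SD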;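 note: higher score means more depolarization so channel activation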
ANO1 block – TMEM16A chloride channel inhibitors, primary screen, cell-based, HTS | normalized B-score (activity score, 25-100; higher = stronger inhibition) at 10 µM | 310,000 compounds, 1.2% hits | Anoctamin-1 (Mus musculus), Q8BHY3 | HEK293 TMEM16A/YFP iodide influx fluorescence, ionomycin;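 active = ratio plate-corrected score three or more library SD toward inhibition, starting fluorescence score within five deviations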;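 note: score derived from kinetic fluorescence span divided by baseline fluorescence per well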
TRPC4 potent – positive allosteric modulators of TRPC4, primary screen, cell-based, mouse TRPC4beta, HEK293 mu-opioid, Fluo-4 calcium; DAMGO EC20, Fluo-4 Ca2+ flux; stronger effect = higher value; B-score at 10 µM; 310,000 compounds, 0.42% hits; AID 2227, 2009;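 active = B-score of calcium response area above 5 SD of library B-scores, with initial fluorescence ratio within 5 SD of library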;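 note: B-score of integrated fluorescence ratio over time as area under calcium response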
An asterisk follows results filed as active; i = inactive; . = no result given.

Every second line gives: SKKanGAS inh | MrgX1 antagonist | TRPC4 agonist | TMEM16A act | MrgX1 allo act | TRPC4 inh | MrgX1 agonist | TRPC6 inhibitor | TRPC6 activator | ANO1 block | TRPC4 potent
Cc1nc(C)n(CC(C)C(=O)N2CCN(S(=O)(=O)c3ccc(Cl)cc3)CC2)n1 (centres undefined)
 : -1.4 | i | i | i | i | i | i | i | i | i | i
CCOC(=O)c1cc(C)sc1NC(=S)Nc1ccccc1
 : 19.0 | i | i | i | i | i | i | i | i | i | i
COc1ccccc1CCNS(=O)(=O)c1cn(C)nc1C
 : 46.9 | i | i | i | i | i | i | i | i | i | i
CCN(CC)S(=O)(=O)c1cccc(C(=O)N[C@H](C(=O)OCC(=O)NC(=O)NC)C(C)C)c1
 : -7.2 | i | i | i | i | i | i | i | i | i | i
CN(C)S(=O)(=O)c1cccc(-c2nnc(SCCNCCO)n2-c2ccc(F)cc2)c1
 : -11.6 | i | i | i | i | i | i | i | i | i | i
O=C(N/N=C/c1cccc(OC(=O)c2ccccc2Cl)c1)c1cccnc1
 : -7.5 | i | i | i | i | i | i | i | i | i | i
O=C(c1cc2c(s1)-c1ccccc1OC2)N1CCCC1
 : -16.9 | i | i | i | i | i | i | i | i | i | i
COc1ccccc1N1CCN(CC(=O)Nc2ccc(C)c(F)c2)CC1
 : -4.6 | i | i | i | i | i | i | i | i | i | i
Cc1cc(NC2C3CC4CC(C3)CC2C4)n2nnnc2n1 (centres undefined)
 : 3.6 | i | i | i | i | i | i | i | i | i | i
O=C(Oc1ccc2ccc(OC(=O)N3CCCCCC3)cc2c1)N1CCCCCC1
 : 15.5 | i | i | i | i | i | i | i | i | i | i
Cc1ccc(/C=N/NC(=O)Cn2cnc3c2c(=O)n(C)c(=O)n3C)s1
 : 0.4 | i | i | i | i | i | i | i | i | i | i
O=S(=O)(c1ccc2c(c1)OCCO2)N1CCC(n2nnc3cc(F)ccc32)CC1
 : -0.5 | i | i | i | i | i | i | i | i | i | i
Brc1ccc(-c2n(-c3ccccn3)c3ccccc3[n+]2-c2ccccn2)cc1
 : -6.1 | i | i | i | i | i | i | i | i | i | i
O=C(NCc1cccs1)C(=O)NCC(c1ccco1)N1CCN(c2ccccc2)CC1 (centres undefined)
 : 1.2 | i | i | i | i | i | i | i | i | i | i
C=CCNS(=O)(=O)CC12CCC(CC1=O)C2(C)C (centres undefined)
 : -1.3 | i | i | i | i | i | i | i | i | i | i
CCOc1ccccc1NC(=O)C1CCN(C(=O)c2cccs2)CC1
 : 1.4 | i | i | i | i | i | i | i | i | i | i
CCn1c(NC2CCCCC2)nc2ccccc21
 : 2.2 | i | i | i | i | -6* | i | i | i | i | i
CC(C)CC1(C)N=C(c2ccccc2)C(=S)N1 (centres undefined)
 : 0.9 | i | i | i | i | i | i | i | i | i | i
Cc1cc(Cl)ccc1N=C1N=C(N)c2ccccc21
 : -1.1 | i | i | i | i | i | i | i | i | i | i
Cc1cc(C)n(-c2ccc3nncn3n2)n1
 : -1.6 | i | i | i | i | i | i | i | i | i | i
CC1CC(C)CN(CCCNC(=O)CC2Oc3ccccc3NC2=O)C1 (centres undefined)
 : -0.6 | i | i | i | i | i | i | i | i | i | i
Cc1nnc(SCc2ccc(Cl)c(Cl)c2)s1
 : -5.4 | i | i | i | i | i | i | i | i | i | i
Clc1ccc(-[n+]2c(-c3cccc(Br)c3)[nH]c3nc4ccccc4nc32)cc1
 : 85.2* | i | i | i | i | i | i | -5.06* | i | i | i
CCCCOc1ccc(C(=S)N2CCC(C(N)=O)CC2)cc1
 : -12.8 | i | i | i | i | i | i | i | i | i | i
CCOC(=O)C1CCCN(c2c(N3CCOCC3)c(=O)c2=O)C1 (centres undefined)
 : -9.3 | i | i | i | i | i | i | i | i | i | i
CC(=O)c1ccccc1OCC(O)CN1CCN(C(c2ccccc2)c2ccccc2)CC1 (centres undefined)
 : -3.8 | i | i | i | i | i | i | i | i | i | i
Cc1onc(-c2ccccc2)c1C(=O)N1CCCN(C(=O)c2c(-c3ccccc3)noc2C)CC1
 : -0.5 | i | i | i | i | i | i | i | i | i | i
CCOc1ccc(-n2c(SCC(=O)Nc3ccc(OC)cc3)nc3c(c2=O)SCC3)cc1
 : -2.0 | i | i | i | i | i | i | i | i | i | i
O=C(CCC(=O)Nc1cccc([N+](=O)[O-])c1)NCc1ccccc1
 : -5.6 | i | i | i | i | i | i | i | i | i | i
COc1ccc(NS(=O)(=O)c2cccc(C(=O)NNC(=O)CNC(=O)c3ccccc3)c2)cc1
 : 9.5 | i | i | i | i | i | i | i | i | i | i
CCCc1[nH]nc2c1C1(CCOC1C)C(C#N)=C(N)O2 (centres undefined)
 : 2.7 | i | i | i | i | i | i | i | i | 25* | i
CCCN1C(=O)/C(=C/c2ccc(OCc3ccc(C(=O)O)cc3)c(OC)c2)NC1=S
 : 39.0 | i | i | i | i | i | i | i | i | i | i
Cc1ccc(S(=O)(=O)N2CCN(C(=O)c3cc(S(=O)(=O)N(C)C)ccc3N3CCCC3)CC2)cc1
 : -2.6 | i | i | i | i | i | i | i | i | i | i
COc1cccc(NC(=O)COC(=O)c2nc3nccc(C)n3n2)c1
 : 3.7 | i | i | i | i | i | i | i | i | i | i
CNC(=S)Nc1cccc(C(=O)OC)c1
 : 1.5 | i | i | i | i | i | i | i | i | i | i
CCCc1nc2c(nnn2Cc2ccccc2Cl)c(=O)[nH]1
 : -5.9 | i | i | i | i | i | i | i | i | i | i
CCOC(=O)c1cc2occc2n1CC(=O)NC1CCC(C)CC1 (centres undefined)
 : 3.1 | i | i | i | i | i | i | i | i | i | i
COc1ccc(F)c(CN2CCN(CCc3ccccc3)C(CCO)C2)c1 (centres undefined)
 : 0.6 | i | i | i | i | i | i | i | i | i | i
COc1ccc(C(=O)NN=C2CCCC2)cc1
 : 4.0 | i | i | i | i | i | i | i | i | i | i
CC(C)Oc1ccc(C(=O)N/N=C/c2ccc(-c3ccc(S(=O)(=O)Nc4ncccn4)cc3)o2)cc1
 : 12.8 | i | i | i | i | i | i | i | i | i | i
COc1ccc(C(c2c(C)[nH]n(-c3ccccc3)c2=O)c2c(C)[nH]n(-c3ccccc3)c2=O)cc1OC
 : 26.0 | i | i | i | i | i | i | i | i | i | i
CC(=O)Cn1c(CN2CCN(C(=O)c3ccco3)CC2)nc2c1c(=O)n(C)c(=O)n2C
 : 1.7 | i | i | i | i | i | i | i | i | i | i
CC(=O)N[C@H]1C[C@@H]1c1ccccc1
 : 5.7 | i | i | i | i | i | i | i | i | i | i
O=C(CCCCl)Nc1c2c(nn1-c1ccccc1)CSC2
 : 9.1 | i | i | i | i | i | i | i | i | i | i
CCc1cc2cccc(C)c2nc1SCC(=O)NC1CCCC1
 : 7.4 | i | i | i | i | i | i | i | i | i | i
Cc1ccnc(NC(=O)CCC(=O)N(CC(=O)NC(C)(C)C)Cc2ccc3c(c2)OCO3)c1
 : 1.3 | i | i | i | i | i | i | i | i | i | i
Cc1cc(C)nc(SCc2nnc(SCC(=O)O)n2-c2ccccc2)n1
 : 9.9 | i | i | i | i | i | i | i | i | i | i
O=C(CC1SC(=Nc2ccccc2)N(CCCO)C1=O)Nc1ccc(Cl)cc1 (centres undefined)
 : . | -4.59* | i | i | i | i | i | i | i | i | i
CC(=O)Nc1ccc(NC(=O)c2cccc(C(=O)OC(C)C)n2)cc1
 : -4.2 | i | i | i | i | i | i | i | i | i | i
CN(C)c1ccc(S(=O)(=O)N(C)C)cc1NC(=O)Cc1cccc2ccccc12
 : 0.1 | i | i | i | i | i | i | i | i | i | i
CC(C)N(C(=O)C(F)(F)F)C(C(=O)NC1CCCCC1)c1ccncc1 (centres undefined)
 : 5.0 | i | i | i | i | i | i | i | i | i | i
COc1ccc(C)cc1Nc1n[n+](C)c(-c2ccc(O)cc2O)s1
 : 1.9 | i | i | i | i | i | i | i | i | i | i
COc1ccc(NC(=O)CN2C(=O)C(c3ccccc3)=NC23CCCCCC3)cc1OC
 : 4.0 | i | i | i | i | i | i | i | i | i | i
CCNC(=O)CCSc1nc(C)cc(C)n1
 : -3.2 | i | i | i | i | i | i | i | i | i | i
O=C(Nc1nnc(SCc2ccc(F)cc2)s1)C1Cc2ccccc2CN1C(=O)c1ccco1 (centres undefined)
 : 10.6 | i | i | i | i | i | i | i | i | i | i
CCN1C(=O)/C(=C/c2nc3ccccc3c(=O)n2-c2ccc(C)cc2)c2ccccc21
 : 0.3 | i | i | i | i | i | i | i | i | i | i
CCC(C)c1ccc(OCCn2cc(/C=N/NC(=O)CSc3nnc(C)s3)c3ccccc32)cc1 (centres undefined)
 : 9.5 | i | i | i | i | i | i | i | i | i | i
Cc1nn(C)c(C(=O)N/N=C/c2cccnc2)c1Br
 : 1.4 | i | i | i | i | i | i | i | i | i | i
CCCCC(=O)Nc1ccc(C(=O)NCCc2ccc(S(N)(=O)=O)cc2)cc1
 : -1.4 | i | i | i | i | i | i | i | i | i | i
Nn1c(SCC(=O)N2CCCCCC2)nnc1-c1ccncc1
 : 0.7 | i | i | i | i | i | i | i | i | i | i
CC(C)c1onc(C(=O)Nc2cccc(Cl)c2)c1[N+](=O)[O-]
 : 6.0 | i | i | i | i | i | i | i | i | i | i
O=c1c(Cl)c(O)c2cccc3c4ccccc4n1c23
 : 13.6 | i | i | i | i | i | i | i | i | i | i

High-throughput results deposited in PubChem BioAssay by several laboratories.
